Assay outcomes deposited in PubChem BioAssay by several laboratories.
Bfl-1 Bim block: inhibitors of Bim binding to Bfl-1, primary screen, biochemical, multiplexed, bead-based flow cytometry. Bcl-2-related protein A1 (Homo sapiens), Q16548. 190,000 tested, 0.12% active. inhibition, % at 10 µM. Bim-Bfl-1 binding inhibition;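 note: 0% = wells without compound plus tracer and 100% = blocker peptide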
Bim-Bcl-W: inhibitors of Bim binding to Bcl-W, primary screen, biochemical, multiplexed, bead-based flow cytometry | Bcl-2-like protein 2 (Homo sapiens), Q92843 | Bim peptide-Bcl-W binding | inhibition, % at 10 µM | 190,000 tested, 0.02% active;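 note: 0% = bound tracer without compound and 100% = peptide blocker; higher means less fluorescent Bim peptide bound to Bcl-W beads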
Bim-Mcl-1: inhibitors of Bim peptide binding to Mcl-1, primary screen, biochemical, bead-based flow cytometry, multiplex. Induced myeloid leukemia cell differentiation protein Mcl-1 (Homo sapiens), Q07820. Bim peptide-Mcl-1 binding. inhibition, % at 10 µM. 190,000 tested, 0.1% active;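 note: 0% = no compound tracer wells and 100% = peptide blocker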
Bim-Bcl-XL: inhibitors of Bim-Bcl-XL binding, primary screen, biochemical, multiplexed, bead flow cytometry, human Bcl-XL; Bcl-2-like protein 1 (Homo sapiens), Q07817; 190,000 tested, 0.04% active; inhibition, % at 10 µM; Bim peptide-Bcl-XL binding, fluorescence
Target sequence (Q07817 whole entry, looked up): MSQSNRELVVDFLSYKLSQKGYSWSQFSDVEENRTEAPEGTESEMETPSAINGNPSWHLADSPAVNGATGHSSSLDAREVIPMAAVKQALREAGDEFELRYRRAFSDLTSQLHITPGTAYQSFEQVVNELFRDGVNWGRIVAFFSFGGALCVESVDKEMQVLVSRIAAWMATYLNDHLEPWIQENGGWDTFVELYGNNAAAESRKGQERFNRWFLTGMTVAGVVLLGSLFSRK
Bim-Bcl-B: inhibitors of Bim-Bcl-B binding, primary screen, biochemical, multiplexed, human Bcl-2 family; Bcl-2-like protein 10 (Homo sapiens), Q9HD36; bead-based flow cytometry, Bim peptide-Bcl-B binding; inhibition, % at 10 µM; 190,000 tested, 0.073% active; AID 951, 2007;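 note: 0% = tracer peptide without compound and 100% = reference inhibitor peptide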
Target sequence (Q9HD36 whole entry, looked up): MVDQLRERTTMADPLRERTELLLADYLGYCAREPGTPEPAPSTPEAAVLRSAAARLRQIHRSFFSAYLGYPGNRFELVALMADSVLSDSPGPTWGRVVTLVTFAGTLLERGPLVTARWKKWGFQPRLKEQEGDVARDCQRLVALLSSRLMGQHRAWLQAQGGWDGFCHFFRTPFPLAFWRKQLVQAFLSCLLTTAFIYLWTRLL
GSH bead fluor: compound fluorescence on glutathione beads, profiling panel, artefact control, biophysical, 488/530 nm, flow cytometry | GSH beads flow cytometry, compound fluorescence 488/530 nm; active compounds read high | fluorescence (KMESF) at 10 µM | 190,000 tested, 0.25% active; in the data active = fluorescence above about 89;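 note: glutathione beads carrying GST-tagged Bcl family fusion proteins plus one bare bead set; values are compound well signal with DMSO vehicle wells as background; inactives centre near 16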
RGS4-Gao reg: modulators of RGS4 binding to Galphao, primary screen, biochemical, multiplexed bead flow cytometry. Guanine nucleotide-binding protein G(o) subunit alpha (Homo sapiens), P09471. actives lie on both sides. binding response (% of control), % at 10 µM. 220,000 tested, 0.33% active. AID 1415, 2008; in the data active = binding response below about 49% or above about 150%; inactive = in between;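 note: fluorescent Galphao activated with aluminum fluoride binding bead-coupled RGS4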
Target sequence (P09471 whole entry, looked up): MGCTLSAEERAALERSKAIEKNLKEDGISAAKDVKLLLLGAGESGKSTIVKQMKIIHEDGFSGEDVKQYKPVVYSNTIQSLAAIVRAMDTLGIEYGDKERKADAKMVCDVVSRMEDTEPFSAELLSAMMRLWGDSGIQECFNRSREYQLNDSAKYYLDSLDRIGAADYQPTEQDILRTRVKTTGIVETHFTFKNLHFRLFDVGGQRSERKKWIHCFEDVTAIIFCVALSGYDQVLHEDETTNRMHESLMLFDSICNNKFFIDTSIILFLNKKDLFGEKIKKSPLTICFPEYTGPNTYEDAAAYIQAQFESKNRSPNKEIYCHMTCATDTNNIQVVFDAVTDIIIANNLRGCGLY
RGS8-Gao: RGS8-Galphao binding modulators, primary screen, biochemical, multiplexed bead flow cytometry | 220,000 tested, 0.34% active | AID 1423, 2008 | Guanine nucleotide-binding protein G(o) subunit alpha (Homo sapiens), P09471 | response (percent of control binding), % at 10 µM | actives lie on both sides; in the data active = response below about 60% or above about 140%; inactive = in between;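 note: Galphao activated as the GDP aluminium fluoride complex binding bead-coupled RGS8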
Mcl1-Bid inh: Mcl-1/Bid binding inhibitors, primary screen, biochemical, TR-FRET, 1536-well; Induced myeloid leukemia cell differentiation protein Mcl-1 (Homo sapiens), Q07820; TR-FRET Mcl-1/Bid-Dy647 peptide binding; inhibition, % at 21.7 µM; 220,000 tested, 0.97% active;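 active = compounds that cut the binding signal by more than half at the single screening dose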;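 note: His-tagged Mcl-1 with europium anti-His antibody binding Bid BH3 peptide; 0% = Mcl-1 plus peptide wells and 100% = peptide-only wells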
RGS7-Gao: RGS7-Galphao binding modulators, primary screen, biochemical, multiplexed bead flow cytometry; AID 1439, 2008; actives lie on both sides; 220,000 tested, 0.35% active; binding response (% of control), % at 10 µM; in the data active = binding response below about 49% or above about 150%; inconclusive = no clear call, values can overlap the other calls; inactive = in between;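 note: fluorescent Galphao held in activated GDP-AlF4 state binding bead-coupled RGS7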
Bim-Bcl-2: inhibitors of Bim-Bcl-2 binding, primary screen, biochemical, multiplexed, human Bcl-2 family. Bead-based flow cytometry, Bim peptide-Bcl-2 binding. inhibition, % at 10 µM. 190,000 tested, 0.06% active. AID 950, 2007; in the data active = inhibition above about 40%; inconclusive = no clear call, values can overlap the other calls;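 note: 0% = no compound wells with probe peptide and 100% = reference peptide inhibitor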
Target sequence (P10415 whole entry, looked up): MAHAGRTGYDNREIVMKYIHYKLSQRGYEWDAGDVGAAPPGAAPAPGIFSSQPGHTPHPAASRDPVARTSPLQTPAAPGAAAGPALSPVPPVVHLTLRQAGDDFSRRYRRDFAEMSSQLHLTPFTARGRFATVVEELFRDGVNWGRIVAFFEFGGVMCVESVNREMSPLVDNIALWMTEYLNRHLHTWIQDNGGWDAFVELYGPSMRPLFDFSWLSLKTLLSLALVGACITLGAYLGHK
Active calls of the source: *; ? = inconclusive. Cut-off read from the data, not from the text of the source, unless noted: active = inhibition above about 40%.

SMILES | Bfl-1 Bim block | Bim-Bcl-W | Bim-Mcl-1 | Bim-Bcl-XL | Bim-Bcl-B | GSH bead fluor | RGS4-Gao reg | RGS8-Gao | Mcl1-Bid inh | RGS7-Gao | Bim-Bcl-2
O=C(C1CC1)N(CCN(Cc1ccccc1)C(=O)C1CC1)Cc1ccccc1 | -1 | -2 | -1 | -1 | -2 | 25 | 103 | 101 | -10 | 101 | 0
CC(=O)Nc1ccc(OCC(O)Cn2c(C(C)C)nc3ccccc32)cc1 (stereo not drawn) | -11 | -3 | 0 | -2 | -1 | 20 | 112 | 113 | -32 | 120 | -2
COc1ccc2[nH]c(=O)c(CN(Cc3cccnc3)C(=S)NCC3CCCO3)cc2c1 (stereo not drawn) | 3 | 2 | 0 | -1 | 1 | 17 | 94 | 93 | -37 | 92 | -3
CCc1c(C)nc(SCC(=O)CC(=O)OC(C)C)c(C#N)c1C | 0 | -1 | -1 | 0 | 0 | 12 | 100 | 98 | 16 | 101 | 0
COCCNC(=O)CSc1nnc(-c2ccccc2F)n1Cc1ccccc1 | -8 | -1 | 0 | 0 | -4 | 18 | 102 | 108 | -31 | 100 | 0
CC(=O)O[C@@H]1C[C@H]2C(C)(C)C(=O)C=C[C@]2(C)[C@H]2CC[C@@]3(C)[C@H](c4ccoc4)OC(=O)[C@H]4O[C@]43[C@@]21C | 0 | -1 | -2 | -1 | -4 | 17 | 103 | 104 | 2 | 104 | -1
CCOC(=O)c1c(NC(=O)CSc2nnc(CNc3ccc(C)cc3C)o2)sc(C)c1C | -25 | -31 | -29 | -29 | -35 | 43 | 96 | 96 | -25 | 101 | -31
O=C(CSc1nnc(-c2ccco2)o1)NC1CC2CCC1C2 (stereo not drawn) | -9 | 0 | 0 | -6 | -5 | 41 | 101 | 102 | -15 | 99 | -7
Cc1ccc(N2C(=O)c3ccc(C(=O)Nc4cccnc4)cc3C2=O)c(C)c1 | -2 | -4 | -3 | 5 | 0 | 36 | 103 | 96 | 4 | 99 | -3
O=C1CC(N2CCN(c3nc4ccccc4s3)CC2)C(=O)N1c1ccc(F)cc1 (stereo not drawn) | -24 | -6 | -10 | -18 | -11 | 27 | 100 | 98 | -33 | 102 | -17
CO/N=C/NC(=O)c1c(OC)ccnc1Oc1cccc(C(F)(F)F)c1 | -1 | 4 | 2 | 2 | 3 | 20 | 102 | 101 | -9 | 96 | 1
Cc1cccc(CC(=O)N2CCC(N3CCC(C(=O)N4CCOCC4)CC3)CC2)c1 | -3 | -2 | -4 | -3 | -7 | 19 | 93 | 94 | -51 | 97 | -1
O=C(CSCc1ccc(F)cc1)N1CCN(c2ccccc2)CC1 | -3 | -5 | -4 | -1 | -3 | 12 | 100 | 102 | -2 | 102 | -5
O=C1C2C3C=CC(C3)C2C(=O)N1c1ccncc1 (stereo not drawn) | -1 | 0 | 0 | 0 | 0 | 12 | 99 | 101 | -22 | 99 | 1
COC(=O)c1ccc(NC(=O)c2ccc(CN3CCOCC3)cc2)cc1 | 3 | 0 | -2 | 0 | 0 | 51 | 105 | 109 | 9 | 104 | -1
CC1(C)Cc2noc(N)c2C(C)(C)N1OC(=O)c1scc2c1OCCO2 | 1 | 0 | 0 | 0 | 1 | 15 | 98 | 102 | -31 | 105 | -2
CCc1ccc(OCC(=O)NC(C)C)cc1 | -6 | 0 | 3 | 1 | -1 | 20 | 103 | 102 | -37 | 101 | 0
CCOC(=O)c1cn(CC(=O)Nc2ccc3c(c2)OCCO3)nn1 | -10 | -3 | -6 | -6 | -15 | 21 | 99 | 98 | -9 | 101 | -8
Cc1cc(C)c(C)c(S(=O)(=O)NCc2ccc(C(=O)N3CCCC3)cc2)c1C | -6 | 0 | -1 | -1 | -3 | 13 | 90 | 95 | -29 | 87 | -3
COc1ccc(CN2CC(=O)N(c3ccc(C)cc3)C2=S)cc1OC | -1 | -3 | -2 | -5 | -3 | 20 | 103 | 103 | -6 | 102 | -1
O=C(Cn1c(=O)[nH]c2ccccc2c1=O)N1CCN(c2cccc(Cl)c2)CC1 | -9 | 2 | 0 | -2 | -6 | 56 | 101 | 99 | -16 | 100 | -2
CC1CN(S(=O)(=O)c2ccc(-c3nc4ccccc4s3)cc2)CC(C)O1 (stereo not drawn) | -13 | 1 | -2 | -3 | -6 | 9 | 100 | 102 | -17 | 124 | -10
O=C(c1cc([N+](=O)[O-])cc([N+](=O)[O-])c1)N1CCOCC1 | -1 | -7 | -6 | -7 | -10 | 11 | 100 | 104 | -13 | 97 | -3
COc1ccc(N2C(=O)CC(Sc3nnc(-c4ccccc4)o3)C2=O)cc1 (stereo not drawn) | -7 | -3 | -1 | -5 | -4 | 23 | 84 | 91 | -21 | 81 | -8
CCC(=O)Nc1ccc(C(=O)N2CCN(C(=O)c3ccco3)CC2)cc1 | 2 | -4 | 2 | -4 | -1 | 20 | 107 | 110 | -10 | 115 | 3
O=C(O)c1ccc2c(c1)C(c1ccccc1)OC2=O (stereo not drawn) | -21 | -6 | -4 | -4 | -7 | 30 | 105 | 93 | -115 | 102 | -1
Cc1ccc2cc(CN(CCN3CCCC3)C(=O)Nc3ccccc3)c(=O)[nH]c2c1C | -1 | -1 | -6 | -3 | 0 | 21 | 94 | 96 | -6 | 93 | 0
Cc1cc(C(F)(F)F)nn1Cc1n[nH]c(=S)n1-c1ccc(Cl)cc1 | 7 | 1 | -2 | 0 | -16 | 20 | 98 | 101 | -5 | 100 | -3
CCOc1nc(NCCc2ccc(OC)c(OC)c2)nc(N2CCN(c3ccc(OC)cc3)CC2)n1 | -9 | 0 | -1 | -4 | -9 | 50 | 97 | 100 | -2 | 100 | -12
CCc1c(C)c(C#N)c2nc3ccccc3n2c1Nc1c(C)n(C)n(-c2ccccc2)c1=O | 1 | -7 | 0 | -11 | 0 | 17 | 102 | 101 | -4 | 103 | 1
Cc1ccc2c(c1)c(=O)c1c3n2CCN(C(=O)CCl)C3CC1 (stereo not drawn) | -4 | 8 | 2 | -7 | 32 | 25 | 97 | 91 | -1 | 90 | 1
CCOC(=O)/C(C#N)=C\c1ccc(OC)c(OC)c1 | 0 | 0 | 0 | -1 | -1 | 11 | 95 | 99 | -19 | 98 | 2
COc1ccc(C)cc1NC(=O)CN1C(=O)c2cccc3cccc1c23 | -3 | 0 | 1 | 0 | -3 | 54 | 96 | 99 | -2 | 97 | 0
CCCc1nnc(NC(=O)CCC(=O)N2CCCCCC2)s1 | -3 | 0 | -4 | -1 | -2 | 23 | 103 | 99 | -30 | 103 | 0
O=c1cc(Cc2ccccc2)[nH]c(=S)[nH]1 | 2 | -2 | -3 | -4 | -6 | 21 | 100 | 101 | -14 | 99 | 1
Cn1c(NC(=O)c2cccnc2)nc2ccccc21 | 0 | 2 | -1 | 1 | 0 | 31 | 98 | 100 | -22 | 102 | -1
O=c1[nH]c2ccccc2c2ccccc12 | -3 | -1 | -1 | -2 | -1 | 11 | 100 | 102 | -8 | ? | -2
Cc1ccc(CSc2nnc(CC(=O)Nc3ccc(C)cc3)n2C)cc1 | -8 | 3 | 0 | -2 | -12 | 10 | 95 | 95 | -21 | 97 | -7
O=C(NCc1ccco1)C1CCC(N2C(=O)c3ccccc3C2=O)CC1 (stereo not drawn) | -6 | 1 | 1 | -3 | -5 | 16 | 104 | 102 | -76 | 103 | -4
COc1ccc(C2=NN(C(=O)CSc3ncccn3)C(c3ccc(C)cc3)C2)cc1 (stereo not drawn) | -6 | 0 | 0 | -5 | -6 | 11 | 100 | 100 | -6 | 102 | -5
O=S(=O)(c1ccc(Cl)cc1)N1CCN=C1SCc1cccnc1 | -5 | 1 | -1 | -3 | -5 | 10 | 100 | 102 | 0 | 102 | -6
Cc1cc(C)nc(N2CCN(c3nnnn3-c3ccccc3)CC2)n1 | -12 | 0 | 1 | -5 | -6 | 36 | 102 | 104 | 4 | 105 | -6
Cc1nc2ccccn2c1/C(O)=C1\C(=O)C(=O)N(CCN2CCOCC2)C1c1cccnc1 (stereo not drawn) | -3 | 0 | -1 | -5 | 0 | 22 | 102 | 114 | -28 | 103 | -5
Cc1nn(CC(=O)O)c(C)c1[N+](=O)[O-] | -6 | -2 | 0 | -1 | -3 | 10 | 100 | 100 | -18 | 104 | -3
Cc1cc(C)c2c(CN3CCN(Cc4ccc5c(c4)OCO5)CC3)cc(=O)oc2c1C | -6 | 0 | -2 | -1 | -3 | 12 | 101 | 100 | 1 | 107 | -4
CCCCCC(=O)NC(CC(=O)OC)c1ccc2c(c1)OCO2 (stereo not drawn) | -5 | 0 | 0 | 0 | -1 | 10 | 102 | 103 | -11 | ? | -3
Cc1ccc(/C=N/NC(=O)c2cccc([N+](=O)[O-])c2)o1 | -2 | 0 | 0 | 1 | 2 | 9 | 99 | 107 | -2 | 96 | 0
O=c1cc(CO)oc(C(Nc2ccccn2)c2ccc(C(F)(F)F)cc2)c1O (stereo not drawn) | -7 | 3 | -2 | -1 | 2 | 21 | 102 | 103 | 18 | 102 | -2
COC(=O)Cc1ccc2sc(-c3ccccc3)nc2c1 | -1 | -1 | -3 | -3 | -2 | 7 | 85 | 94 | -7 | 97 | -3
Cc1nn(-c2ccccc2)c(=S)n1-c1ccccc1 | -9 | 0 | -3 | -3 | -21 | 24 | 94 | 99 | -53 | 92 | -5
CC(=O)N1CCN(CC(=O)Nc2ccc3c(c2)CCC3)CC1 | -2 | -3 | -3 | -4 | -8 | 9 | 105 | 108 | 5 | 103 | -2
Cc1ccc(C)c(-n2c(SCC(N)=O)nnc2-c2ccccn2)c1 | -14 | -1 | -2 | -5 | -9 | 18 | 105 | 106 | 11 | 107 | -14

4 compounds drawn at random from those above, as already listed:
SMILES | Bfl-1 Bim block | Bim-Bcl-W | Bim-Mcl-1 | Bim-Bcl-XL | Bim-Bcl-B | GSH bead fluor | RGS4-Gao reg | RGS8-Gao | Mcl1-Bid inh | RGS7-Gao | Bim-Bcl-2
Cc1ccc(C)c(-n2c(SCC(N)=O)nnc2-c2ccccn2)c1 | -14 | -1 | -2 | -5 | -9 | 18 | 105 | 106 | 11 | 107 | -14
O=C1CC(N2CCN(c3nc4ccccc4s3)CC2)C(=O)N1c1ccc(F)cc1 (stereo not drawn) | -24 | -6 | -10 | -18 | -11 | 27 | 100 | 98 | -33 | 102 | -17
O=C(c1cc([N+](=O)[O-])cc([N+](=O)[O-])c1)N1CCOCC1 | -1 | -7 | -6 | -7 | -10 | 11 | 100 | 104 | -13 | 97 | -3
Cc1ccc(CSc2nnc(CC(=O)Nc3ccc(C)cc3)n2C)cc1 | -8 | 3 | 0 | -2 | -12 | 10 | 95 | 95 | -21 | 97 | -7
